Compound activity: PubChem, National Center for Advancing Translational Sciences (NCATS)
GAA glycogen mod = inhibitors or activators of human alpha-glucosidase glycogen cleavage | Potency, µM (titrated, usually from 76.4 µM), without a hit: top-dose activity change, negative = inhibition, most hits filed as inhibitors | 300,000 compounds, 0.38% hits | recombinant GAA, glycogen substrate, Amplex Red glucose oxidase fluorescence | AID 2100 | P10253;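 further: 0% = full enzyme reaction and -100% = no-enzyme basal signal; the screen sought inhibitors and activators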
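Recombinant human alpha-glucosidase (4 nM final) hydrolysed bovine liver glycogen (30 ug) for 40 min at 37 C in pH 5.0 citrate/phosphate with 0.01% Tween-20. Released glucose detected by glucose oxidase/Amplex Red, Ex 573/Em 610 nm. Compounds up to 77 uM; AC50 from Hill fits.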
GAA inh = alpha-glucosidase (human) inhibition; 200,000 compounds, 0.005% hits; Potency, µM (highest dose often 76.9 µM), for the others: at the top dose activity change, negative = inhibition, usual class: inhibitors; purified human GAA, 4-MU-alpha-glucoside fluorescence; P10253;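 further: plate controls were uninhibited enzyme wells for no effect and no-enzyme background for full effect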
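Compounds are titrated up to 77 uM against 4 nM human enzyme. Substrate 4-methylumbelliferyl-alpha-D-pyranoside (400 uM) reacts 20 min at room temperature in pH 5.0 buffer; liberated 4-methylumbelliferone is read at 440 nm.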
HTT cytoprotect = cytoprotection in Huntington HTT-Q103 PC12 cell model; Potency, µM (titrated, usually from 56.4 µM), for inactives: cytoprotection (ATP increase), usual class: activators; 230,000 compounds, 0.14% hits; PC12 HTT-Q103 induced, cytoprotection, ATP luminescence, 40 h; AID 1471;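 further: % of control where 0% means no effect; nearly all actives have a fitted effect of over 45% in size; toxic huntingtin expression switched on by the ecdysone agonist tebufenozide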
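Quantitative HTS on tebufenozide-induced (100 nM) PC12 cells expressing HTTQ103 exon 1–GFP; compounds tested as a concentration series; survival measured via cellular ATP.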
aGlu spleen mod = inhibitors or activators of human alpha-glucosidase in spleen homogenate; P10253; human spleen homogenate, 4-MU-alpha-glucoside fluorescence; Potency, µM (titrated, usually from 79.9 µM), for the others: at the highest dose activity change, negative = inhibition, actives largely listed as inhibitors; 240,000 compounds, 0.006% hits;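 further: 0% = enzyme with vehicle and -100% = no enzyme basal signal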
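Human spleen homogenate (1 ug) with 4-methylumbelliferyl-alpha-D-glucopyranoside (1 mM final) in 50 mM citrate/phosphate pH 5.0, 0.01% Tween-20; 40 min at 37 C. Stopped at pH 10; 4-MU fluorescence Ex 365/Em 440 nm; AC50 by Hill fit.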
Tau FP inhib = blocks human tau fibril formation measured by polarization | K18 P301L tau heparin fibrillization, Alexa594 FP, 6 h | Potency, µM (top dose mostly 57.7 µM), for the others: top-dose activity, negative = inhibition, hits mostly inhibitors | P10636 | 280,000 compounds, 0.39% hits | AID 1468; further: on the % scale 0 is the no-effect control and ±100 the full control effect; nearly all actives have a fitted effect of over 55% in size
Target sequence (P10636 561-689 P618L limits assumed): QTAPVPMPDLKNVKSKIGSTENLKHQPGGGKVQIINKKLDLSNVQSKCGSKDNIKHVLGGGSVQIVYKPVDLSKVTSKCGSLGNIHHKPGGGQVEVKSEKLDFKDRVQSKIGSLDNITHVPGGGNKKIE
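Quantitative HTS format: compounds meet 15 uM recombinant K18 P301L tau and Alexa 594-tau tracer in 100 mM sodium acetate pH 7; 20 uM heparin triggers fibrillization at 37 C over 6 hr; FP gives the signal.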
GLA spleen mod = inhibitors or activators of human alpha-galactosidase in spleen homogenate | P06280 | human spleen homogenate, 4MU-alpha-Gal fluorescence, 40 min | Potency, µM (titrated, usually from 80 µM), for the others: at the highest dose activity change, negative = inhibition, usual class: inhibitors | 240,000 compounds, 0.008% hits;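 further: 0% = enzyme with vehicle and -100% = no enzyme basal signal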
Target sequence (P06280 32-429 limits assumed): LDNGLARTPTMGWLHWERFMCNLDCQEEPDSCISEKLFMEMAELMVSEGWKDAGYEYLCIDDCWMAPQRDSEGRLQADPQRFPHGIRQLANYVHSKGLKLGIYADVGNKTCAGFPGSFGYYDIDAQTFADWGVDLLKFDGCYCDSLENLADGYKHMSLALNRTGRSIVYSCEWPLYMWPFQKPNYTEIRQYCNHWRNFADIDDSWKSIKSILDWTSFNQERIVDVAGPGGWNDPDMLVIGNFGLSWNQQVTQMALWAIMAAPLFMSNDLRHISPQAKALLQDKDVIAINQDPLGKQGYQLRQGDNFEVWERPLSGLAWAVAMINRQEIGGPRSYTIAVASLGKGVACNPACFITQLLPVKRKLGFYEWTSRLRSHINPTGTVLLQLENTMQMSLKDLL
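Human spleen homogenate (1 ug) was the enzyme source, with 4-methylumbelliferyl-alpha-D-galactopyranoside (1 mM final) in pH 5.0 citrate buffer with 0.01% Tween-20. Compounds were titrated; after 40 min at 37C, NaOH/glycine stop, 4-MU fluorescence read; AC50 from Hill fits.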
Tau fluor counter = counter-screen for tau fibril formation inhibitors | tau K18 P301L Alexa594 fluorescence, heparin fibrillization | Potency, µM (highest dose often 57.7 µM), inactives show at the top dose activity change, negative = decrease | 280,000 compounds, 0.93% hits; further: on the % scale 0 is the no-effect control and ±100 the full control effect; nearly all actives have a fitted effect of over 55% in size
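Human K18 P301L tau (15 uM unlabeled plus 0.24 uM Alexa 594-labeled, final) in 100 mM sodium acetate pH 7 was mixed with compound and 20 uM heparin and incubated 6 hr at 37 C.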
Tau ThT inhib = blocks human tau fibril formation measured by thioflavin T. P10636. recombinant tau K18 P301L (four-repeat tau fragment), heparin-induced fibrillization, ThT fluorescence. Potency, µM (titrated, usually from 57.4 µM), without a hit: at the highest dose activity, negative = inhibition, actives largely listed as inhibitors. 270,000 compounds, 2.1% hits. AID 1460; further: on the % scale 0 is the no-effect control and ±100 the full control effect; nearly all actives have a fitted effect of over 55% in size
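Heparin-induced fibrillization of the P301L-mutant K18 repeat-domain fragment of human tau was followed by ThT binding in quantitative high-throughput format.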
Active calls of the source: *; ? = inconclusive; . = no result given; & = joins results of further samples; [ ] = remark or other dose. The call rests on the fitted dose curve; in most records, active means well fitted curve in the direction sought with a large enough effect; inconclusive means small, poorly fitted or top-dose-only effect, or another doubt; inactive means no such curve, though single readings can be large; an effect the other way counts as inactive or inconclusive. Potency means the concentration at half of the fitted maximal effect.

SMILES	GAA inh	aGlu spleen mod	HTT cytoprotect	GLA spleen mod	Tau ThT inhib	Tau fluor counter	GAA glycogen mod	Tau FP inhib
COc1ccc(CC(=O)NCCC2=CCCCC2)cc1	-2%	14%	.	6%	-1%	5%	-12%	3%
O=C(COCc1cc(-c2cccs2)on1)Nc1cccc(Cl)c1Cl	.	.	.	.	?	?	1%[76.3 µM]	-5%
CCOc1ccccc1N(C(C)=O)S(=O)(=O)c1ccc(Cl)cc1	0%	9%	-5%	0%	-4%	-6%	-16%	-3%
CCc1ccc(CN(C)Cc2nc(Cc3cccc(C(F)(F)F)c3)no2)nc1	.	1%	-9%[10 µM]	-6%	-15%	-11%	-7%	-1%
O=C(NCCCNCCCNC(=O)c1ccc(/C=N/O)nc1)c1ccc(/C=N/O)nc1	.	6%	9%[10 µM]	-9%	.	-11%	8%	-1%
CCOC(=O)CC1C(=O)NCCN1c1nc2ccc(C)cn2c(=O)c1/C=C1\SC(=S)N(C(C)CC)C1=O (stereo not drawn)	?	7%	-10%[10 µM]	10%	3%	-2%	?	7%
Cc1ccc(S(=O)(=O)Nc2cc(=O)[nH]c(SCc3ccccc3Cl)n2)cc1	8%	-16%	19%[10 µM]	3%	-4%	?	-6%	?
CC(=O)N(CN1C(=O)C2C3C=CC(C3)C2C1=O)c1cccc(Cl)c1 (stereo not drawn)	-5%	.	-29%	0%	1%	2%	-10%	2%
O=C(c1ccccc1)N1CCN(C(=O)c2ccc(OC(F)(F)F)cc2)CC1	-4%	-8%	-1%[10 µM]	-10%	-8%	-9%	-1%	3%
COc1ccc(-c2cc(C(F)(F)F)n3ncc(C(=O)Nc4c(C)n(C)n(-c5ccccc5)c4=O)c3n2)cc1	0%	4%	-10%[10 µM]	0%	3%	18%	22%	3%
C=CCOc1ccc(C2C(C(=O)c3ccco3)=C(O)C(=O)N2c2nnc(C)s2)cc1 (stereo not drawn)	-6%	5%	10%[10 µM]	0%	?	-2%	-3%	-14%
COc1ccccc1C(=O)N/C(=C/c1cccc([N+](=O)[O-])c1)C(=O)Nc1cccc(C(=O)O)c1	-1%	-11%	12%	6%	-11%	-3%	9%	9%
O=C(COC(=O)c1ccccc1O)NCCCc1ccccc1	0%	-1%	-10%	3%	-11%	-16%	3%	3%
COC(=O)C1CCN(C(=O)CSc2nnc(-c3ccncc3)o2)CC1	6%	-4%	-1%[10 µM]	-3%	-5%	-4%	-5%	-5%
CCCCCc1ccc(OCCCC[n+]2ccc(C)cc2)c(CCCCC)c1	0%	-1%	-68%[inhibitor][10 µM]	-14%	?	-15%	10%	-2%
CC(=O)c1cccc(NC(=O)Cn2nc(C(F)(F)F)c3c2CCC3)c1	.	.	.	.	-3%	-21%	-3%[76.3 µM]	?
O=c1[nH]nc(-c2ccc(F)cc2)cc1Cc1ccccc1	.	-5%	1%[10 µM]	6%	.	-12%	2%	-1%
COC(=O)c1sccc1NC(=O)CN(C)NS(=O)(=O)c1ccc(Cl)cc1	0%	-9%	9%	-2%	-12%	-2%	-21%	3%
O=C(CN(CCc1ccccc1)S(=O)(=O)c1ccc(Br)cc1)N/N=C/c1ccccc1C(=O)O	0%	1%	-6%[10 µM]	0%	-10%	-1%	24%	4%
COc1nc(-c2ccccc2)cc(-c2ccc3c(c2)OCO3)c1C#N	?	9%	-47%[inhibitor][10 µM]	13%	0%	-12%	10%	?
COCCOC(=O)C1=C(C)NC(=O)N(C(C)=O)C1c1ccc(Cl)cc1 (stereo not drawn)	-3%	0%	2%	5%	-3%	-1%	7%	-8%
CCCOc1ccc(C(=O)CCC(=O)OCC(=O)Nc2ccc(OCC)cc2)cc1	.	2%	3%[10 µM]	4%	-13%	-12%	4%	16%
O=S(=O)(Nc1ccc(N2CCCCC2)cc1)c1ccc(F)c(F)c1	4%	4%	6%[10 µM]	3%	8%	-4%	-1%	-2%
CCn1nc(C)c(NC(=O)c2cnn3c(C(F)F)cc(-c4ccccc4)nc23)c1C	10%	-11%	0%[10 µM]	6%	-2%	5%[2.34 µM]	-13%	7%
C[C@]12CC[C@@H]3c4ccc(O)cc4C(=O)C[C@H]3[C@@H]1CC[C@@H]2O	-15%[15.4 µM]	-5%	.	-11%	-11%	-13%	2%	-10%
CN(C)C(=N)c1n[nH]nc1SCc1ccccc1	-6%	0%	3%[10 µM]	4%	1%	-1%	11%	2%
Cc1cc(C(=O)N(CCC#N)Cc2cccs2)no1	1%[15.4 µM]	-13%	7%[10 µM]	-5%	-12%	-8%	3%	-4%
COc1ccc(-n2nc(C(=O)NCC(=O)N3CCN(c4ccccn4)CC3)c3ccccc3c2=O)cc1	?	0%	-59%[inhibitor]	20%	-13%	-12%	11%	4%
O=C(NCC(=O)N(Cc1ccccc1)C(C(=O)NC1CCCC1)c1ccncc1)c1ccco1 (stereo not drawn)	6%	5%	1%[1.9 µM]	-4%	12%	4%	2%	-5%
Cc1onc(-c2ccc(Cl)cc2)c1-c1ccnn1S(=O)(=O)c1cccc(C(F)(F)F)c1	?	-7%	36%[10 µM]	-3%	-6%	-28%	-8%	?
COc1ccccc1CNC(=O)NCc1noc2ccc(C)cc12	.	.	.	.	-4%	-6%	16%[76.3 µM]	1%
CCOc1ccc(/C=C(\C#N)C(=O)Nc2cccnc2)cc1	0%	5%	16%[10 µM]	11%	?	-4%	0%	4%
O=C(Nc1cccc(Cl)c1)C1CCCN(c2ncnc3c2nc2n3CCCCC2)C1 (stereo not drawn)	.	.	.	.	-15%	-28%	10%[76.3 µM]	1%
CN(C(=O)c1ccc(OC2CCN(CCc3ccccc3)CC2)cc1)C1CCOCC1	.	5%	1%[10 µM]	10%	10%	11%	-1%	-2%
COC(=O)c1[nH]c2cc(OC)ccc2c1NC(=O)CN1CCOCC1	-1%	-6%	-17%[0.074 µM]	2%	-6%	-12%	-11%	3%
COc1ccc(N(C(=O)COc2ccc(F)cc2)S(=O)(=O)c2ccc(C)cc2)cc1	5%	0%	11%[10 µM]	-2%	?	-9%	-5%	16%
Cc1cc(Cl)ccc1OC(C)C(=O)Nc1ccc([N+](=O)[O-])cn1 (stereo not drawn)	-4%	-9%	.	-8%	?	?	-3%	6%
Cc1ccc(C)c(-c2ccc(C(=O)O)o2)c1	.	6%[181 µM]	?	11%[181 µM]	-17%[126 µM]	-9%[126 µM]	.	8%[126 µM]
CC(C)Cn1c(CN2CCN(C(=O)c3ccco3)CC2)nc2c1c(=O)n(C)c(=O)n2C	-6%	.	-38%[inhibitor]	7%	-1%	6%	-14%	-1%
Cc1ccc(C(=O)Nc2c(-c3cccs3)c(=O)c3ccccc3n2C)cc1	0%	-3%	-31%	-5%	-2%	-7%	4%	3%
CCOC(=O)/C(=N\Nc1ccc(Br)cc1)N1CC(C)OC(C)C1 (stereo not drawn)	.	4%	-12%[10 µM]	13%	-6%	-25%	?	3%
CC(C)c1ccc(C2CC(=O)N3CN(Cc4ccco4)CSC3=C2C#N)cc1 (stereo not drawn)	-3%	-6%	-7%	7%	22µM*	-24%	-5%	?
CCOC(=O)C1CCN(c2ncnc3c(C)csc23)CC1	.	1%	-11%[10 µM]	4%	.	?	10%	14%
COc1ccc(-c2cn3nc(N4CCCC(C(=O)Nc5cc(C)cc(C)c5)C4)sc3n2)cc1 (stereo not drawn)	.	.	.	.	?	?	-6%[76.3 µM]	7%
CC(C)(C)c1nc(Sc2ccc([N+](=O)[O-])cn2)n[nH]1	.	-16%	11%[10 µM]	-5%	.	-17%	7%	-5%
COc1ccc(C2N(c3cccc(Cl)c3)C(=O)C3CCCN32)cc1 (stereo not drawn)	1%[15.4 µM]	-23%	-15%	-16%	4%	4%	6%	-1%
O=c1cc(CO)oc(C(Nc2ccccn2)c2ccccc2Cl)c1O (stereo not drawn)	2%	-4%	?	0%	?	-15%	?	?
Cc1[nH]c(=O)c(C#N)cc1-c1ccncc1	7%	5%	?	1%	-2%&3%&-4%	3%&5%&-1%	6%	-1%&-6%&-5%
COc1ccc2c(c1)c(=O)c(S(=O)(=O)c1ccc(C)c(C)c1)cn2CC(=O)Nc1ccccc1	.	.	.	.	4%	-16%	-12%[76.3 µM]	-8%
O=S(=O)(c1ccc(F)cc1)N1CCN(c2ccc(-c3ccccc3)nn2)CC1	-2%	7%	-23%	11%	-7%	-8%	5%	2%
Cc1ccc(CNC(=O)Cn2c(-c3cccs3)cc3cc(Cl)ccc32)cc1	.	.	.	.	7%	-4%	-2%[76.3 µM]	-10%
CCOC(=O)c1ccc(NC(=O)c2ccccc2[N+](=O)[O-])cc1	?	-2%	.	0%	-7%	-9%	-3%	-5%
O=C(NC12CC3CC(CC(C3)C1)C2)c1cncc(O)c1	-4%	-3%	0%	5%	-8%	-3%	2%	-5%
COc1ccc(-c2cc3nc(C)c(CCC(=O)N4CCN(c5ccccc5)CC4)c(C)n3n2)c(OC)c1	.	.	.	.	?	-13%	18%[76.3 µM]	15%
Cc1ccc(CSCC(=O)N2CCOCC2)cc1	-1%	2%	15%[10 µM]	7%	-8%	-3%	3%	5%
